# NPC1 prom act: qHTS Assay for NPC1 Promoter Activators | Huh7 NPC1 promoter luciferase reporter, 24 h | Potency, µM (series often up to 9.22 µM), for the others: at the top dose activation, hits mostly activators | actives 2.4% (n = 320,000) | AID 485313, 2010;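 further: potency means the concentration at half of the fitted maximal effect; % of control where 0% means no effect; nearly all actives have a fitted effect of over 60% in size; reporter is driven by a mutant NPC1 promoter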
#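 Cells: Huh7 expressing luciferase under the NPC1 promoter, 1500/well. Seeded 2 h, compound added, incubated 24 h at 37 °C. Luciferase reagent, 10 min ambient, then luminescence.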
# Giardia killer: Small Molecules that selectively kill Giardia lamblia: qHTS; Giardia lamblia trophozoite viability; activity change, % at 7.66 µM, hits read low; actives 0.15% (n = 340,000); in the data active means activity change below about -80%; inconclusive means between about -30% and that limit;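 further: parasites exposed to compound for two days anaerobically before the ATP read; on the % scale 0 is the no-effect control and ±100 the full control effect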
#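 Media and compound were dispensed first, then trophozoites at 100 cells/well; plates sat 48 hrs at 37 deg C without oxygen before ATP luminescence reagent was added and read after 15-30 min at room temperature.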
# Gal4-VP16 FLuc: VP16 counterscreen qHTS for inhibitors of ROR gamma transcriptional activity | Potency, µM (series often up to 53.6 µM), without a hit: top-dose activity, negative = inhibition, actives largely listed as inhibitors | Drosophila S2 Gal4-VP16 UAS-luciferase, luminescence, 20 h | actives 3.5% (n = 310,000) | AID 2546, 2010;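 further: Gal4-VP16 expression switched on by copper sulfate through the metallothionein promoter; potency means the concentration at half of the fitted maximal effect; on the % scale 0 is the no-effect control and ±100 the full control effect; nearly all actives have a fitted effect of over 50% in size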
# FLuc modulator: qHTS profiling assay for firefly luciferase inhibitor/activator using purifed enzyme and Km concentrations of substrates (counterscreen for miR-21 project); Potency, µM (highest dose often 57.5 µM), without a hit: top-dose activity change, negative = inhibition, usual class: inhibitors; Luciferin 4-monooxygenase (Photinus pyralis), P08659; purified FLuc, Km substrates, luminescence inhibition; actives 6.9% (n = 360,000);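 further: potency means the concentration at half of the fitted maximal effect; plate controls were vehicle for no effect and reference inhibitor for full effect; nearly all actives have a fitted effect of over 55% in size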
#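 Purified P. pyralis luciferase, 10 nM final, with Km-level 10 uM D-luciferin and 10 uM ATP in 50 mM Tris acetate pH 7.5, 10 mM Mg acetate, 0.01% Tween-20, 0.05% BSA; 6-point qHTS titration about 60 µM downward; luminescence read.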
# FBPA coupling cs: qHTS Assay for Inhibitors of Fructose-1,6-bisphosphate Aldolase from Giardia Lamblia: Coupling assay counterscreen; coupling enzyme system counterscreen, AmpLite Red fluorescence; activity change, negative = inhibition, % at 58.2 µM, hits read low; actives 0.67% (n = 290,000); in the data active means activity change below about -30%; further: on the % scale 0 is the no-effect control and ±100 the full control effect
#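 Coupling enzymes only (glyceraldehyde-3-phosphate) + compound, at 57.5 uM final, 10 min RT; add substrate/coupling/AmpLite Red mix, 20 min RT; fluorescence ex 525/em 598 nm. Actives flag coupling-system interference.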
# KCNH2 3.1 block: qHTS for Inhibitors of KCHN2 3.1: Mutant qHTS. activity change, % (tested at about 1.8 µM). AID 720553, 2013. actives 0.95% (n = 340,000). U2OS KCNH2 3.1, thallium flux FluxOr; active compounds read low. Potassium voltage-gated channel subfamily H member 2, brain isoform KCNH2 3.1 (human);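 active means maximum activity change below -70%; inconclusive means maximum activity change from -70% to -50%; inactive means maximum activity change above -50%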;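 further: thallium influx rate constant from kinetic fluorescence after stimulation buffer; on the % scale 0 is the no-effect control and ±100 the full control effect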
#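 We transduce U2OS cells with the mutant 3.1 virus, culture them overnight, load FluxOr with Red40 quencher for 45 min, then add stimulation buffer and read kinetically for 2 min to derive a normalized rate constant.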
# Tb PFK inh: qHTS Assay to Find Inhibitors of T. brucei phosphofructokinase | ATP-dependent 6-phosphofructokinase (Trypanosoma brucei brucei), O15648 | T. brucei PFK, ADP-Glo luminescence | Potency, µM (titrated, usually from 57.5 µM), inactives show top-dose activity, negative = inhibition, most hits filed as inhibitors | actives 0.17% (n = 330,000) | AID 485367, 2010;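 further: potency means the concentration at half of the fitted maximal effect; 0% = uninhibited 1x PFK enzyme wells and -100% = no-enzyme wells; nearly all actives have a fitted effect of over 60% in size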
# Target sequence (O15648 whole entry, looked up): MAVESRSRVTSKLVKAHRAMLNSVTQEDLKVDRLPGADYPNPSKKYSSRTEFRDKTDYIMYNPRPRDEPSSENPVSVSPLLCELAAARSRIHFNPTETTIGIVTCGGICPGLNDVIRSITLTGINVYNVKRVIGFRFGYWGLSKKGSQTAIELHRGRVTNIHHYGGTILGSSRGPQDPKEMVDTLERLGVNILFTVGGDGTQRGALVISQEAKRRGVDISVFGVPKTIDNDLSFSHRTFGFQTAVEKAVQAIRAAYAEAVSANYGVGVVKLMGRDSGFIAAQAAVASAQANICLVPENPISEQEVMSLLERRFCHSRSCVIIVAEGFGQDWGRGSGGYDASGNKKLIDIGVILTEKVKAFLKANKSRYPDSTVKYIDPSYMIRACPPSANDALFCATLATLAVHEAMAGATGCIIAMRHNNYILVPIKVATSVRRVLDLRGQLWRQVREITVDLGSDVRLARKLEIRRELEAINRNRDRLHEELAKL
#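 Activity is normalized to no-enzyme wells (full inhibition) and 1.25 nM enzyme wells (no inhibition). Reaction: 0.5 mM F6P, 0.1 mM ATP, 45 min RT, ADP-Glo luminescence; concentration-response curves fitted and classed by quality.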
# ELG1 genotox: qHTS screen for small molecules that induce genotoxicity in human embryonic kidney (HEK293T) cells expressing luciferase-tagged ELG1; HEK293T ELG1-luciferase reporter, luminescence, 16 h; Potency, µM (highest dose often 46 µM), for the others: at the highest dose activity change, positive = activation, hits mostly activators; actives 1.3% (n = 330,000); further: potency means the concentration at half of the fitted maximal effect; % of control where 0% means no effect; nearly all actives have a fitted effect of over 60% in size
#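 ELG1-luciferase HEK293T cells, 2,000/well; compound pinned in; 16 hr, 37 °C, 5% CO2; ONE-Glo, 30 min RT; luminescence on CCD imager.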
# Rab9 promoter act: qHTS Assay for Rab9 Promoter Activators | AID 485297, 2010 | Potency, µM (titrated, usually from 9.22 µM), inactives show at the top dose activation, negative = inhibition, hits mostly activators | Huh7 Rab9 promoter-luciferase reporter, luminescence, 24 h | actives 2.8% (n = 320,000); further: potency means the concentration at half of the fitted maximal effect; % of control where 0% means no effect; nearly all actives have a fitted effect of over 60% in size
#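 Luminescence read-out: Huh7 cells stably expressing Rab9-luciferase, treated 24 h with compound at 37 °C, then lysed with luciferase reagent for 10 min at ambient before reading.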
# RORgamma inh: qHTS for inhibitors of ROR gamma transcriptional activity. actives 5.4% (n = 310,000). Nuclear receptor ROR-gamma (Mus musculus), P51450. Drosophila S2 Gal4-RORgamma UAS-luciferase reporter, 20 h. AID 2551, 2010. Potency, µM (highest dose often 53.6 µM), for the others: at the highest dose activity change, negative = inhibition, usual class: inhibitors; further: potency means the concentration at half of the fitted maximal effect; on the % scale 0 is the no-effect control and ±100 the full control effect; nearly all actives have a fitted effect of over 60% in size
# Target sequence (P51450 whole entry, looked up, the tested form may be a part): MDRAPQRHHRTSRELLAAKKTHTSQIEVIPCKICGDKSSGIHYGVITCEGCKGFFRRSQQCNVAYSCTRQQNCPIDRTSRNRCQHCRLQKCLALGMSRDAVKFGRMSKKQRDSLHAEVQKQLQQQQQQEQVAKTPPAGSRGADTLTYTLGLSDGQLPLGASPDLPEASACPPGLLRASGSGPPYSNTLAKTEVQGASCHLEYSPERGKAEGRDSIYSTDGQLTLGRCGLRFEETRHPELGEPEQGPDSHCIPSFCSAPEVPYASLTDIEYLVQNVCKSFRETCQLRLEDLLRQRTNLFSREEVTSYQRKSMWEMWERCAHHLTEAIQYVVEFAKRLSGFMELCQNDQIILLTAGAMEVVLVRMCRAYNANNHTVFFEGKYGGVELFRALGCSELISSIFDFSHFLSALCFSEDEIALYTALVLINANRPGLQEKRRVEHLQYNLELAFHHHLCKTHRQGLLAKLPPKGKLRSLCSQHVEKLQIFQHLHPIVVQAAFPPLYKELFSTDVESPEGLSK
#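 Compounds are pin-transferred onto Drosophila Schneider cells expressing a copper-inducible Gal4–ROR gamma transactivation domain fusion. After 1 hr, copper sulfate is added to 700 uM final; luciferase is read 20 hr later.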
# uPA surface inh: qHTS for Inhibitors of Cell Surface uPA Generation; Potency, µM (titrated, usually from 38.3 µM), inactives show at the top dose activity change, negative = inhibition, most hits filed as inhibitors; cell surface uPA generation assay, qHTS; actives 0.31% (n = 330,000); active means well fitted inhibition curve with a large enough effect; inconclusive means small, poorly fitted or top-dose-only effect; inactive means no such curve, though single readings can be large or run the other way; tested in mouse RAW 264.7 cells; further: potency means the concentration at half of the fitted maximal effect; on the % scale 0 is the no-effect control and ±100 the full control effect; nearly all actives have a fitted effect of over 55% in size
# The depositor's hits bear a star; ? = inconclusive; . = not tested or not shown; [ ] = another dose, or the depositor's remark. Unless noted, the call rests on the fitted dose curve; in most records, active means well fitted curve in the direction sought with a large enough effect; inconclusive means small, poorly fitted or top-dose-only effect, or another doubt; inactive means no such curve, though single readings can be large; an effect the other way counts as inactive or inconclusive. The order is random; any-hit rate near 14%.
Structure,NPC1 prom act,Giardia killer,Gal4-VP16 FLuc,FLuc modulator,FBPA coupling cs,KCNH2 3.1 block,Tb PFK inh,ELG1 genotox,Rab9 promoter act,RORgamma inh,uPA surface inh
COCCN(C(=O)CCC(=O)Nc1ccccn1)C(C(=O)NC(C)(C)C)c1ccc(OC)cc1 (stereo unspecified),0%,0,7%,2%,0,-3,0%,2%,0%,2%,-11%
OCCC1CN(Cc2c(F)cccc2Cl)CCN1C1CCCC1 (stereo unspecified),-2%,-20,-15%,0%,1,14,2%,0%,-4%,-6%,4%
Nc1ccc(O)c2c1C(=O)c1ccccc1C2=O,1%,-6,-7%,?,4,-2,?,1%,1%,5%,?
CC(=O)N(Cc1c(C)nn(-c2ccccc2)c1Cl)c1ccc(Cl)cc1,-3%,0,6%,1%,2,-11,1%,-3%,-4%,7%,-8%
CCOc1ccc2c(=O)c(Oc3ccccc3)c(C)oc2c1,2%,-16,1%,-4%,2,0,0%,-5%,-3%,?,2%
O=C(Cc1coc2cc3c(cc12)CCC3)OCc1cc(=O)n2c(n1)sc1ccccc12,5%,-4,3%,-4%,-2,-7,?,-6%,1%,13%,2%
O=C(NCc1ccncc1)C(=O)N/N=C/c1cccnc1,1%,12,1%,1%,0,-15,-9%,0%,1%,5%,0%
O=C(Nc1ccc(Cl)cc1C(F)(F)F)c1ccccc1Cl,6%,7,-2%,?,3,-1,0%,-1%,18%,9%,-6%
O=c1/c(=C/c2ccco2)sc2n1CN(c1ccccc1)CN=2,1%,-18,8%,?,4,-2,-7%,3%,-1%,20%,-1%
O=C(NC1CC1)C1CCN(S(=O)(=O)c2cc([N+](=O)[O-])ccc2Cl)CC1,0%,-17,.,-1%,.,-3,-28%,1%,3%,.,-7%
O=C(CS(=O)(=O)Cc1ccccc1)Nc1ccc(S(=O)(=O)N2CCOCC2)cc1,6%,-19,20%,-1%,1,12,0%,0%,0%,-10%,-6%
CCOC(=O)c1cc2sccc2n1CC(=O)C(C)(C)C,-7%,-27,-2%,0%,-1,-3,1%,2%,1%,-4%,-5%
O=C(CCCOc1ccc(Cl)cc1Cl)Nc1ccccn1,2%,4,-12%,17µM*,3,0,-1%,?,-3%,36%,8%
CCCc1cc(=O)[nH]c(SCC(=O)NC2CCCc3ccccc32)n1 (stereo unspecified),0%,-11,-9%,-1%,-38*,3,-4%,0%,1%,17%,3%
CCOc1cc(/C=N/Nc2ccc(C(=O)O)cc2)ccc1OC(=O)c1ccccc1C,1.4µM*,-17,?,?,0,10,1%,16%,4µM*,?,4%
Clc1cc(NC2CCCCC2)ncn1,1%,-5,?,0%,0,4,-3%,-1%,-10%,4%,-8%
CC(=O)C1=C(O)C(=O)N(Cc2ccccc2)C1c1ccccc1F (stereo unspecified),2%,-6,-1%,-1%,11,-28,-1%,0%,-3%,8%,2%
O=C(COc1ccccc1)Nc1nc2cc3c(cc2s1)OCCO3,0%,5,7%,-17%,0,12,-3%,?,5%,5%,-4%
COC(=O)c1cc(-c2ccccc2)sc1N,25%,10,16%,21µM*,0,18,-1%,?,26%,30%,-4%
O=C(NCCS(=O)(=O)N1CCN(c2ccccc2F)CC1)c1ccc(F)c(F)c1,-3%,3,.,7%,.,-7,-1%,0%,-4%,.,-2%
Cc1nn(-c2ccccc2)c(Cl)c1C(=O)N1CCN(C)CC1,-3%,?,-5%,-2%,0,6,1%,1%,0%,-10%,7%
COc1ccccc1-c1nnc(NC(=O)C(C)SC2=NCCS2)s1 (stereo unspecified),0%,8,?,?,2,6,0%,1%,-10%,13µM*,-16%
Cn1c(Cc2ccccc2)nnc1SCC(=O)Nc1ccccc1N1CCOCC1,-5%,-1,-2%,0%,0,-1,-7%,-5%,-1%,39%,2%
C=CC[C@H](CC(=O)N(CCO)Cc1ccccc1)C(=O)N[C@@H](COC(=O)[C@@H](CC=C)CC(=O)OC(C)(C)C)Cc1c[nH]c2ccccc12,.,15,.,.,.,-1,-6%,-12%,.,.,?
O=C(CCc1ccccc1Cl)Nc1cccc(S(=O)(=O)N2CCCC2)c1,-6%,18,6%,4%,.,-9,1%,-8%,11%,6%,?
COCCN(C(=O)C1CC1)c1nnc(-c2cccc(C)c2)s1,23%,-14,13%,?,-3,0,3%,?,25%,45%,1%
CCOC(=O)Cc1csc(SCC(=O)Nc2cccc(C#N)c2)n1,-10%,-5,5%,3%,2,-6,-7%,-5%,-1%,21%,.
CC(C)OCCCNc1ncnc2c1nc1n2CCCC1,17%,3,-3%,-8%,1,2,7%,7%,0%,3%,-3%
O=C(CCS(=O)(=O)c1cccc2nonc12)N1CCCc2ccccc21,-4%,-7,5%,-1%,0,4,-3%,0%,-7%,55%,-1%
COCCCNC(=O)c1ccc(-n2nc(C(F)(F)F)cc2-c2cccs2)cc1,0%,10,-19%,3%,-3,5,-9%,-20%,-6%,38%,-3%
CCOc1ccc(NC(=O)NCCCCc2ccccc2)cc1,-2%,-22,1%,1%,1,18,2%,-8%,6%,-22%,4%
COc1ccccc1NC(=O)c1cc(S(=O)(=O)NC2CCCC2)ccc1F,-2%,-14,-2%,-1%,.,-35,-10%,-2%,-9%,-6%,14%
CC1CCCN(S(=O)(=O)c2ccc(N(C(=O)c3cnccn3)C(C(=O)NC3CCCCC3)c3cccs3)cc2)C1 (stereo unspecified),0%,-7,-1%,-1%,1,-10,3%,3%,2%,-6%,5%
COc1ccccc1C(=O)NCCN1CCN(c2ccccc2)CC1,-2%,4,-1%,0%,1,3,4%,-1%,1%,-32%,-11%
COc1ccccc1C(C)NC(=O)c1cc(S(=O)(=O)N2CCCCC2)ccc1C (stereo unspecified),-2%,9,.,0%,.,8,-11%,0%,-6%,.,-16%
COc1cc(OC)c2c(-c3ccccc3)cc(=O)oc2c1C(CCN1CCOCC1)c1ccc2c(c1)OCO2 (stereo unspecified),.,-8,?,.,-1,-32,-5%,0%,.,-44%[40.7 µM],?
Cc1cc(=O)[nH]c(SCc2nc3ncccn3c2Br)n1,-3%,11,7%,0%,-1,-2,-2%,?,-9%,8%,.
COc1ccc(N2CCN(C3CCCN(Cc4ccccc4OCCO)C3)CC2)cc1 (stereo unspecified),-1%,1,-4%,-8%,-1,-16,-1%,1%,0%,-12%,0%
Cc1ccc(NS(=O)(=O)c2ccc(C)c(C(=O)N3CCOCC3)c2)cc1,-5%,-8,-13%,-2%,.,-11,1%,3%,-6%,2%,1%
CNc1nc(NC)nc(-n2c(C(F)(F)F)nc3ccccc32)n1,-3%,-28,-1%,7%,-1,15,3%,0%,-4%,-15%,-6%

# Record cards, from the list above.
# O=C(CCCOc1ccc(Cl)cc1Cl)Nc1ccccn1 is entered as NPC1 prom act: 2%; Giardia killer: 4; Gal4-VP16 FLuc: -12%; FLuc modulator: 17µM*; FBPA coupling cs: 3; KCNH2 3.1 block: 0; Tb PFK inh: -1%; ELG1 genotox: ?; Rab9 promoter act: -3%; RORgamma inh: 36%; uPA surface inh: 8%
# COc1ccccc1C(C)NC(=O)c1cc(S(=O)(=O)N2CCCCC2)ccc1C (stereo unspecified) is entered as NPC1 prom act: -2%; Giardia killer: 9; Gal4-VP16 FLuc: .; FLuc modulator: 0%; FBPA coupling cs: .; KCNH2 3.1 block: 8; Tb PFK inh: -11%; ELG1 genotox: 0%; Rab9 promoter act: -6%; RORgamma inh: .; uPA surface inh: -16%

# Compounds above with a furan ring, fused or not:
Structure,NPC1 prom act,Giardia killer,Gal4-VP16 FLuc,FLuc modulator,FBPA coupling cs,KCNH2 3.1 block,Tb PFK inh,ELG1 genotox,Rab9 promoter act,RORgamma inh,uPA surface inh
O=C(Cc1coc2cc3c(cc12)CCC3)OCc1cc(=O)n2c(n1)sc1ccccc12,5%,-4,3%,-4%,-2,-7,?,-6%,1%,13%,2%
O=c1/c(=C/c2ccco2)sc2n1CN(c1ccccc1)CN=2,1%,-18,8%,?,4,-2,-7%,3%,-1%,20%,-1%

# High-throughput results as filed in PubChem BioAssay.
